Screening results: PubChem BioAssay, Sanford-Burnham Center for Chemical Genomics
NOD1 inhibition: inhibition of NOD1-driven NF-kB reporter – cell-based, luminescence, uHTS, primary screen (AID 1578) | NOD1-driven NF-kB luciferase reporter cells, luminescence; higher % means a stronger effect | inhibition, % at 4 µM, or EC50 in µM where a hit was titrated | 290,000 tested, 1% active; in the data active = inhibition mostly above about 36%, no sharp cut-off; inactive = mostly below about 34%;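 note: HEK-293T reporter cells stimulated with the NOD1 agonist gamma-tri-DAP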
GPR55 LPI antagonism: inhibition of LPI-stimulated GPR55 beta-arrestin translocation – imaging, U2OS, beta-arrestin-GFP, LPI agonist, primary screen (AID 2013) | 290,000 tested, 0.13% active | inhibition, % at 10 µM, or IC50 in µM where a hit was titrated | U2OS GPR55 beta-arrestin-GFP translocation imaging, LPI antagonism; higher % means a stronger effect;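 active = spots per cell inhibited over 60%, with over 100 cells counted and total cytoplasm intensity under 500,000; inconclusive = wells with under 100 cells, flagged as likely toxic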;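 note: U2OS cells stably carrying GPR55 and arrestin-GFP stimulated by 5 µM LPI near EC80; imaged beta-arrestin-GFP aggregate spots per cell after agonist stimulation; plate controls were LPI-stimulated DMSO wells for no effect and DMSO wells without LPI for full effect; some results filed as inactive read as strong as hits; confirmed hits need IC50 under 10 µM and bright autofluorescent wells are also inconclusive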
HIV fusion peptide: cell-free HIV fusion peptide-binding blockers – biochemical, uHTS, fluorescence dequenching, primary screen (AID 1986); one-dose inhibition, % at 20 µM; IC50 in µM for titrated hits; 290,000 tested, 0.3% active; cell-free peptide binding, fluorescence dequenching, 30 min; higher % means a stronger effect; in the data active = inhibition mostly above about 52%, no sharp cut-off; inactive = mostly below about 76%; note: some results filed as inactive read as strong as hits
GPR55 beta-arrestin: selective activators of receptor GPR55 – imaging, U2OS cells, beta-arrestin-GFP redistribution, primary screen (AID 1961); U2OS GPR55 beta-arrestin-GFP redistribution imaging; higher % means a stronger effect; activation, % at 10 µM, or EC50 in µM where a hit was titrated; 290,000 tested, 0.048% active;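 active = activation above 40% with more than 50 cells counted in the well; inconclusive = wells holding fewer than 50 cells, flagged as toxic or sparse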;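 note: U2OS osteosarcoma cells stably expressing GPR55 and beta-arrestin-GFP; plate controls were DMSO negative control for no effect and LPI positive control for full effect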
KOR beta-arrestin-1: kappa opioid receptor blockers – cell-based, luminescence, uHTS (AID 1778); 290,000 tested, 0.091% active; inhibition, % at 10 µM, or IC50 in µM where a hit was titrated; KOR beta-arrestin recruitment, luminescence, antagonist mode; higher % means a stronger effect; in the data active = inhibition above about 50%; note: strong numbers were not always called active
GPR35 antagonists: inhibition of zaprinast-stimulated GPR35 beta-arrestin translocation – imaging, U2OS, beta-arrestin-GFP, zaprinast agonist, primary screen (AID 2058); U2OS GPR35 beta-arrestin-GFP translocation imaging, zaprinast antagonism; higher % means a stronger effect; 290,000 tested, 0.052% active; inhibition, % at 10 µM, or IC50 in µM where a hit was titrated;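 active = inhibition of at least 50% with at least 30 cells and total cytoplasm GFP at most 10,000,000; inconclusive = under 30 cells or total GFP of 10,000,000 plus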
SIAH1 antagonists: Siah-1 peptide-binding antagonists, primary screen, biochemical, fluorescence polarization, rhodamine-plectin, uHTS (AID 1817); 290,000 tested, 0.02% active; Siah-1 / rhodamine-plectin peptide fluorescence polarization; higher % means a stronger effect; displacement, % at 20 µM; hits with a dose series show IC50 in µM;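 active = displacement of at least 50% at 20 µM, with a fluorescence ratio check between 0.3 and a set limit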;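 note: plate controls were Siah plus tracer with DMSO for no effect and tracer alone without Siah for full effect; strong numbers were not always called active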
KOR beta-arrestin-2: kappa opioid receptor activators – cell-based, luminescence, uHTS, primary screen (AID 1777); KOR beta-arrestin recruitment, luminescence; higher % means a stronger effect; activation, % at 10 µM; hits with a dose series show EC50 in µM; 280,000 tested, 0.02% active; in the data active = activation above about 50%, passing the limit was not always enough; note: a part of the inactive calls stands beside numbers as strong as those of hits
AID2073: inhibitors of Mint1-CaV2.2 protein interaction, biochemical, HTRF (AID 2073) | one-dose inhibition, % at 20 µM; IC50 in µM for titrated hits | HTRF protein-protein interaction, Mint1-CaV2.2; higher % means a stronger effect | 290,000 tested, 0.19% active; in the data active = inhibition mostly above about 51%, no sharp cut-off; inconclusive = no clear call, values can overlap the other calls; inactive = mostly below about 53%; note: some results filed as inactive read as strong as hits
Numbers without * were called inactive; ? = inconclusive; · = no result given; & = joins results of further samples; [ ] = dose if it differs, or a comment.

SMILES	NOD1 inhibition	GPR55 LPI antagonism	HIV fusion peptide	GPR55 beta-arrestin	KOR beta-arrestin-1	GPR35 antagonists	SIAH1 antagonists	KOR beta-arrestin-2	AID2073
COC(=O)/C=C/c1ccc(-n2cncn2)cc1	-18%	5%	-1.8%	0.1%	3%	-12%	2%	-2.8%	13%
CN(C)c1ccc(C(C(=O)NCc2ccccc2)N(Cc2cccnc2)C(=O)c2snc(C(N)=O)c2N)cc1 (configuration not stated)	-18%	6%	-1.8%	0.2%	-15%	-13%	-4%	-5.5%	-1%
CCOc1ccc(-c2ccc(SCC(=O)NC3CCCCC3)nn2)cc1	-176%	9%	3.2%	0.3%	-1%	-8%	14%	0.3%	5%
O=C(COc1ccccc1Cl)NC(=S)N1CCc2ccccc21	8%	16%	-0.7%	-0.1%	7%	5%	-2%	4.5%	-13%
CCc1nnc(NC(=O)OCc2ccccc2)s1	-36%	1%	-0.3%	-0.2%	31%	-3%	9%	-3.6%	-9%
COc1cc(NC(=O)c2cccnc2Sc2ccc(Cl)cc2)cc(OC)c1OC	-26%	7%	-1.2%	0.2%	-8%	-13%	8%	2.4%	0%
Cc1ccc(-n2c(C)cc(/C=C3\SC(=O)NC3=O)c2C)cc1	-10%	-8%	0.7%	0.0%	-7%	-8%	-2%	-1.2%	8%
CC(C)CCOC(=O)C1C(c2ccccc2)C(C(=O)O)C1c1ccccc1 (configuration not stated)	7%	5%	-0.8%	0.2%	-6%	3%	2%	-3.6%	7%
CCOC(=O)C1=C(CN2c3ccccc3CC2C)NC(=O)NC1c1ccccc1 (configuration not stated)	7%	19%	0.4%	0.2%	9%	-6%	0%	2.9%	26%
CCOCCCn1c(=NC(=O)c2cccnc2)c(C(=O)OCC)cc2c(=O)n3ccccc3nc21	31%	6%	-0.2%	-0.2%	4%	13%	0%	-0.6%	12%
CCCC(=O)Nc1nnc(SCC(=O)Nc2ccc3c(c2)OCO3)s1	22%	-13%	-0.6%	-0.3%	-34%	9%	-6%	6.1%	3%
CCc1cc(=O)oc2c(C)c(O[C@@H]3O[C@H](CO)[C@@H](O)[C@H](O)[C@H]3O)ccc12	-9%	0%	-1.2%	0.2%	-19%	4%	3%	-1.8%	6%
O=C(O)CCSc1ccc2ccccc2n1	8%&19%	5%&24%	-1.4%&0.4%	0.0%&0.3%	4%&-2%	14%&-5%	3%&6%	-2.1%&12%	34%&37%
COc1cc(/C=C(/C#N)c2ccc(F)cc2)ccc1OCc1ccc(C(=O)O)o1	-10%	1%	20%	0.6%	12%	1%	-2%	1.5%	9%
CCOc1ccc2nc(NC(=O)CN3CCN(CC)CC3)sc2c1	-29%	8%	0.4%	0.3%	-15%	21%	0%	0.8%	-1%
O=[N+]([O-])c1ccc(S(=O)(=O)CC(CN2CCCCC2)N2CCCCC2)cc1 (configuration not stated)	-5%	16%	-1.7%	0.2%	22%	20%	-5%	-2.4%	8%
Clc1ccc(CNC2CCCC2)cc1	9%	-12%	0.5%	0.0%	-39%	2%	-7%	-5.4%	-4%
COc1ccc(NC(=O)CN(CC(=O)Nc2ccc(OC)cc2)C(C)(C)CO)cc1	-6%	1%	-0.9%	0.4%	13%	15%	0%	-6.8%	4%
CC(=O)C1=C(O)C(=O)N(c2cccc(C(=O)O)c2)C1c1ccccc1F (configuration not stated)	-28%	5%	1.5%	-0.5%	15%	15%	-1%	-1.8%	-2%
Cc1ccccc1C(=O)Nc1cccc(C(=O)N/N=C/c2ccccn2)c1	3%	1%	1.4%	-0.1%	1%	-3%	-2%	3.6%	-5%

Pulled by compound from the entries so far:
SMILES	NOD1 inhibition	GPR55 LPI antagonism	HIV fusion peptide	GPR55 beta-arrestin	KOR beta-arrestin-1	GPR35 antagonists	SIAH1 antagonists	KOR beta-arrestin-2	AID2073
O=C(O)CCSc1ccc2ccccc2n1	8%&19%	5%&24%	-1.4%&0.4%	0.0%&0.3%	4%&-2%	14%&-5%	3%&6%	-2.1%&12%	34%&37%
Cc1ccccc1C(=O)Nc1cccc(C(=O)N/N=C/c2ccccn2)c1	3%	1%	1.4%	-0.1%	1%	-3%	-2%	3.6%	-5%

(more compounds)
SMILES	NOD1 inhibition	GPR55 LPI antagonism	HIV fusion peptide	GPR55 beta-arrestin	KOR beta-arrestin-1	GPR35 antagonists	SIAH1 antagonists	KOR beta-arrestin-2	AID2073
Cc1ccc(C(=O)Nc2nnc(CC(=O)N/N=C/c3ccc(O)c(O)c3)s2)cc1	-18%	-1%	4.3%	0.3%	4%	10%	24%	1.7%	13%
CC(C)Oc1ccc(C(=O)NC2(C(F)(F)F)NC(=O)N(CCCc3ccccc3)C2=O)cc1 (configuration not stated)	-28%	18%	-0.2%	0.2%	-16%	-15%	6%	10%	-2%
Nc1c(C(=O)Nc2ccccc2Cl)nnn1-c1ccc2c(c1)OCCO2	-48%	-5%	-1.2%	0.3%	-45%	19%	-2%	2.2%	7%
O=C(Cn1nnc(-c2ccccc2)n1)N/N=C/c1cc([N+](=O)[O-])c(Cl)cc1Cl	-8%	10%	1.7%	0.9%	8%	0%	8%	1.1%	1%
COc1cc2nc(NC(=O)c3ccccc3)[nH]c(=O)c2cc1OC	16%	10%	-1.9%	-0.1%	-10%	7%	-9%	-5.8%	-4%
CCOC(=O)C1CCN(c2cc(C)nc3cc(-c4cccc(F)c4)nn23)CC1	-34%	7%	2.0%	-0.1%	-44%	-1%	-9%	-3.8%	14%
O=C(CN(Cc1ccc2c(c1)OCO2)C(=O)CNS(=O)(=O)c1ccccc1)NCC1CCCO1 (configuration not stated)	-28%	15%	-0.3%	-0.2%	10%	-6%	2%	-7.0%	-11%
COC(=O)c1[nH]c2cccc(C)c2c1NC(=O)CN1CCN(C(=O)c2ccco2)CC1	-9%	1%	-2.7%	0.3%	25%	22%	-2%	6.0%	13%
CCN(CC)c1ccc(C(=O)OCC(=O)Nc2cc3oc4ccccc4c3cc2OC)cc1	-11%	-5%	8.5%	-0.1%	10%	17%	-2%	-0.3%	35%
CCC(C)(NC(=O)c1ccccc1)C(=O)O (configuration not stated)	-24%	14%	0.1%	0.5%	-11%	5%	4%	2.0%	3%
COC(=O)c1ccccc1NC(=O)C/C(C)=N/NC(=O)Cc1ccc(Cl)cc1	31%	-2%	-0.6%	0.0%	-55%	11%	-5%	5.3%	6%
CCn1c(C)c(C)c2cc(C(=O)NCCCN3CCCCCC3)ccc21	-7%	2%	-1.6%	0.3%	-29%	24%	-7%	2.3%	5%
Cc1ccc(CNC(=O)c2ccc(-n3cccc3)cc2)cc1	-27%	8%	23%	-0.6%	-17%	-15%	12%	-2.5%	67%
COc1ccc(OC)c(NC(=O)[C@@]2(CC(=O)O)CC(/C=C/c3ccccc3)=NO2)c1	-1%	4%	-1.7%	0.0%	16%	2%	9%	-1.7%	11%
Cc1c(NC(=O)c2cc(C(C)C)on2)c(=O)n(-c2ccccc2)n1C	-7%	7%	-2.6%	0.3%	31%	3%	2%	-2.1%	8%
Cc1nc2ccccc2c(=O)n1NC(=O)c1cccnc1Cl	-19%	4%	-1.2%	0.0%	-26%	-12%	1%	2.9%	-2%
CCOc1ccc(C(=O)Cn2cnc3ccccc3c2=O)cc1	8%	1%	-2.0%	0.0%	3%	-6%	-4%	-3.0%	13%
CCN(CC)CCCNC(=O)CN1C(=O)CSc2ccc(S(=O)(=O)N3CCOCC3)cc21	-33%	-6%	-1.9%	-0.2%	18%	-6%	10%	-0.5%	31%
CCNc1nc(NCC)nc(SCC(C)=O)n1	-32%	6%	-0.1%	-0.1%	-30%[20 µM]	-6%	-2%	-1.0%	3%
COC(=O)CN1C(=O)C(C)(C)Oc2ccc(C(=O)NC3CCCC3)cc21	14%	-8%	2.9%	-0.1%	-9%	11%	1%	7.3%	2%
CCC(C)(C)NC(=O)C1CCN(S(=O)(=O)c2cccs2)CC1	-29%	10%	1.2%	0.0%	13%	-1%	-4%	-2.2%	6%
Cc1cccc(NC(=S)N(CCN(C)C)Cc2cc3cc(C)cc(C)c3[nH]c2=O)c1	-42%	-6%	1.5%	-0.2%	5%	-7%	-1%	2.7%	16%
COc1ccc(C2C(Oc3ccccc3C)C(=O)N2Cc2ccc(F)cc2)cc1OC (configuration not stated)	-8%	8%	-2.2%	-0.3%	8%	-12%	0%	-2.3%	-6%
CCn1c(C)cc2c(c1=O)C(c1ccccc1)C(C(=O)OC)=C(N)O2 (configuration not stated)	-5%	12%	-2.2%	-0.1%	-43%	1%	-1%	5.1%	1%
O=C(Nc1ccsc1C(=O)O)c1ccc(Cl)cc1	-8%	-7%	3.6%	-0.1%	1%	6%	3%	-0.7%	12%
Cc1cc(C)cc(N2CC(C(=O)O)CC2=O)c1 (configuration not stated)	-27%	1%	-2.6%	-0.1%	22%	-1%	-5%	7.4%	32%
Cc1ccc(C(C(=O)Nc2ccc3c(c2)OCO3)N(C)C(=O)Cc2c[nH]c3ccccc23)cc1 (configuration not stated)	0%	-2%	0.8%	-0.3%	0%	-9%	6%	5.0%	-2%
Cc1ccccc1NC(=O)c1ccccc1	-38%	3%	0.0%	-0.1%	3%	4%	-1%	-6.9%	-6%
COc1ccc(-c2cc(-c3ccc(O)cc3)nc(N)c2C#N)cc1	-16%	14%	2.3%	0.0%	-6%[20 µM]	-11%	9%	-3.9%	31%
O=C(CCc1ccc(S(=O)(=O)N2CCOCC2)cc1)Nc1nccs1	-34%	4%	8.8%	-0.1%	3%	1%	3%	-2.1%	31%
CCOc1ccc(C(C(=O)NC2CCCCC2)N(C(=O)c2csnn2)C2CC2)cc1 (configuration not stated)	40%	-5%	-0.1%	-0.1%	-27%	3%	2%	3.8%	5%
Cc1ccc(/C=N/NC(=S)NC2CCCCC2)o1	4%	9%	-0.3%	0.8%	15%	-2%	16%	-1.2%	-4%
Fc1ccc(-c2nc3cnccn3c2NC2CCCC2)cc1	-27%	0%	0.4%	0.0%	-11%[20 µM]	14%	11%	·	?
COc1ccc(Nc2cc(Sc3ccc(OC)cc3)ncn2)cc1	14%	17%	-1.0%	-0.1%	-14%	2%	-6%	-0.7%	?
COc1ccc(NC(=O)CN(C)S(=O)(=O)c2cnc[nH]2)cc1Cl	-36%	5%	-0.8%	0.0%	-15%	1%	2%	3.6%	6%
CC(=O)NC(Cc1ccc(O)cc1)C(=O)NN (configuration not stated)	-25%	-10%	1.0%	-0.6%	-26%	9%	7%	2.4%	-2%
COc1ccc(C2=NN(c3nc(-c4ccc(CNC(C)=O)cc4)cs3)C(c3ccco3)C2)cc1 (configuration not stated)	-24%	9%	24%	1µM*	-73%	14%	-4%	2.9%	49%
O=C(Cn1nc2sc3ccccc3n2c(=O)c1=O)c1cccs1	4%	4%	-0.9%	0.2%	17%	2%	1%	3.3%	28%

These rows are one share of the data; the hit share may differ from the screen's.
